Screens: PubChem, Johns Hopkins Ion Channel Center
KCNQ1 act – human KCNQ1 channel potentiation or activation. P51787. actives 0.35% (n = 310,000). AID 2648. B-score at 10 µM. CHO-K1 KCNQ1, thallium flux FluxOR fluorescence; hits give high values;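 active = fluorescence ratio B-score, a plate-corrected score, at least three library SD, with initial intensity B-score within 5 SD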
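Assay system: CHO-K1 cells stably expressing KCNQ1; Medium: assay buffer with matched DMSO; Also added: K+/Tl+ depolarizing stimulus; Dosing: single dose; Timing: dye 90 min, compound 20 min, room temperature; Measured by: kinetic FluxOR thallium fluorescence, 10-s 1-Hz baseline, 110-s post-stimulus read; Read-out: peak-minus-minimum fluorescence over initial fluorescence, negative-control normalized, B-scored.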
hERG protect – shields human hERG channel from block by proarrhythmic agents | activation (rescue from dofetilide block), less the hit threshold, % at 10 µM | CHO-hERG, FluxOR thallium flux, dofetilide IC70 present | Q12809 | actives 0.51% (n = 310,000);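 active = activation above the mean of controls blocked by dofetilide plus 5 SD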;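 also: thallium influx through hERG after potassium depolarization seen as dye fluorescence rise; in these data hits start at about 4.7%; inactives centre near -7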
TMEM16A inh – blocks the mouse calcium-activated chloride channel TMEM16A | Q8BHY3 | HEK293 TMEM16A/YFP iodide influx fluorescence, ionomycin | normalized B-score (activity score, 25-100; higher = stronger inhibition) at 10 µM | actives 1.2% (n = 310,000);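 active = ratio plate-corrected score three or more library SD toward inhibition, starting fluorescence score within five deviations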;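 also: score derived from kinetic fluorescence span divided by baseline fluorescence per well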
RGS4 act – RGS4 potentiation or activation | B-score at 10 µM | actives 0.92% (n = 310,000) | AID 463111 | HEK293 M3R/inducible RGS4, carbachol calcium flux Fluo4; hits give low values;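 active = B-score of the integrated calcium signal more than 4 SD below the library mean, with starting fluorescence not abnormally high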;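 also: negative B-score means reduced calcium response which marks RGS4 activation or potentiation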
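test system = HEK293 cells with stable M3R and inducible RGS4 | schedule = recording 10 s baseline at 1 Hz, 100 s post-agonist | technique = Fluo4-AM (2 µM) calcium-flux fluorescence, kinetic read | measure = Agonist-evoked peak-minus-minimum fluorescence over baseline, integrated ratio, B score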
MrgX1 agonist – human MrgX1 receptor agonism, primary screen | AID 588627 | MrgX1-HEK293 cells, Fluo-4 calcium fluorescence, agonist mode; hits give high values | actives 0.44% (n = 310,000) | B-score at 10 µM;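 active = calcium response B-score plate-corrected fluorescence ratio at least 3 library SD, with starting fluorescence B-score inside 5 SD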
Target sequence (Q96LB2 whole entry, looked up): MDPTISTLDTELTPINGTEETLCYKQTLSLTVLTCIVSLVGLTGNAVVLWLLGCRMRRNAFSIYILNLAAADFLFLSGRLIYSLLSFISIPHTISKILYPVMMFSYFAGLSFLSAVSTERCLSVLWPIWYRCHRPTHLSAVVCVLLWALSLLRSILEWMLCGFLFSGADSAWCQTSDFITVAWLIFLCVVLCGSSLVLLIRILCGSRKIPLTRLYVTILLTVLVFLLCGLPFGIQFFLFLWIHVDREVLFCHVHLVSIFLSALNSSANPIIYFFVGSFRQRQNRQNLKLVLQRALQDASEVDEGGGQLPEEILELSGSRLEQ
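Material: MrgX1-expressing HEK293 cells; input: 15,000 cells per well; doses: test compound given as first of three sequential additions; schedule: overnight plating before 1 h dye loading; technique: Fluo-4 NW calcium-flux fluorescence, kinetic read; evaluation: baseline-normalised fluorescence change ratio, B-scored; control set: plate-wise positive and negative controls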
KCNQ1 inh – human KCNQ1 channel inhibition | P51787 | CHO-K1 KCNQ1, FluxOR thallium flux fluorescence; hits give high values | B-score at 10 µM | actives 1.3% (n = 310,000);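 active = compounds whose thallium flux B-score, printed positive for inhibition, exceeds three library SD while starting fluorescence stays within three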;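 also: channel opened by potassium depolarization with thallium stimulus after 20 min compound exposure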
MrgX1 PAM – human MrgX1 positive allosteric modulation, primary screen. Q96LB2. MrgX1-HEK293, Fluo-4 calcium flux, FDSS; hits give high values. B-score at 10 µM. actives 0.63% (n = 310,000). AID 588675;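 active = plate-corrected calcium response at least 3 library SD above typical, normal starting fluorescence, not activating the receptor alone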;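 also: compound read alongside a low EC10 to EC30 dose of BAM8-22 agonist; peak minus trough fluorescence over baseline measured at the second addition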
TMEM16A act – activators or potentiators of mouse TMEM16A chloride channel | Q8BHY3 | HEK293 TMEM16A/YFP-H148Q/I152L, iodide quench fluorescence; hits give low values | B-score at 10 µM | actives 0.3% (n = 340,000) | AID 623877;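 active = fluorescence-ratio B-score plate-corrected deviation score at least 3 library SD below zero, with starting fluorescence score within 5 deviations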;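 also: channel opened by trigger with iodide after compound preincubation; score built on the fluorescence ratio of max minus min over baseline; more negative score means more quench and so TMEM16A activation or potentiation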
KCNK3 block – human KCNK3 channel inhibition, primary screen; CHO-KCNK3 thallium flux, FluxOR fluorescence; hits give low values; B-score at 10 µM; actives 0.84% (n = 340,000);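 active = B-score under library mean minus 4 SD, starting fluorescence ratio at most library mean plus 5 SD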;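 also: more negative B-score means stronger inhibition of thallium flux through KCNK3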
Target sequence (O14649 whole entry, looked up): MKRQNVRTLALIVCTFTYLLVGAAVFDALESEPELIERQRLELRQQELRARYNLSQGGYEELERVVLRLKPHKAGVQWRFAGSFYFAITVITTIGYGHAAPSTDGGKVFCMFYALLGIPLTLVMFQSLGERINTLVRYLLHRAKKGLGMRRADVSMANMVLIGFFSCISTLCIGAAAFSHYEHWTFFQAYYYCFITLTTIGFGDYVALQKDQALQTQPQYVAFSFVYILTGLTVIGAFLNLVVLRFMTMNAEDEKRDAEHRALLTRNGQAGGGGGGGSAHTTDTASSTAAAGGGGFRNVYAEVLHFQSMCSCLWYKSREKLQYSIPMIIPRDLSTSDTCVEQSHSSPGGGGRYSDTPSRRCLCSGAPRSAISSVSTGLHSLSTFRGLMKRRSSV
KCNK9 inh – blocks the human KCNK9 two-pore domain potassium channel; B-score at 10 µM; HEK293 KCNK9, FluxOR thallium flux fluorescence; hits give low values; actives 1.2% (n = 310,000); AID 488922; Q9NPC2;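 active = ratio B-score over 3 SD below the library mean, with starting fluorescence within 5 SD of its mean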;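 also: negative B-score means less thallium flux so channel inhibition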
Target sequence (Q9NPC2 whole entry, looked up, the tested form may be a part): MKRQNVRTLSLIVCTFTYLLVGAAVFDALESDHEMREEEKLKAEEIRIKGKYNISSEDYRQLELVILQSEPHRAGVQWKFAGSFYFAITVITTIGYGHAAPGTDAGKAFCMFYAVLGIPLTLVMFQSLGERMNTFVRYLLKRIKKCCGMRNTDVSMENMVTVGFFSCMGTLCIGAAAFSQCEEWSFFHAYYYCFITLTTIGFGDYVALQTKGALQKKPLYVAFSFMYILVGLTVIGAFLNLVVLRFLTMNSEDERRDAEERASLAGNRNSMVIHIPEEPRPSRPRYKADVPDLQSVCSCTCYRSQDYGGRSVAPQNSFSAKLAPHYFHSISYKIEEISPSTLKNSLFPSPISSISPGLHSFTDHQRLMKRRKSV
RGS4 block – inhibitors of human RGS4 | HEK293 M3R/RGS4 inducible, Fluo-4 calcium flux; hits give high values; triggered by carbachol at its EC20 | B-score at 10 µM | actives 0.45% (n = 310,000) | AID 463165;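 active = B-score, a plate-corrected calcium signal, over three deviations above library mean, with baseline fluorescence within five deviations of library mean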;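 also: RGS4 expression induced by doxycycline in cells with stable M3 receptor; B-score is computed from the integrated fluorescence ratio over baseline after carbachol; higher B-score means a larger calcium signal and so more RGS4 inhibition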
* hit, by the source's call; i = inactive; / = no result given.

SMILES	KCNQ1 act	hERG protect	TMEM16A inh	RGS4 act	MrgX1 agonist	KCNQ1 inh	MrgX1 PAM	TMEM16A act	KCNK3 block	KCNK9 inh	RGS4 block
CC(=O)c1ccc(NC(=O)c2ccc3c(c2)C(=O)N(c2ccccn2)C3=O)cc1	i	-6	i	i	i	i	i	i	i	i	i
COc1ccc(N(C(=O)c2snc(C(N)=O)c2N)C(C(=O)NC2CCCC2)c2cc(OC)ccc2OC)c(OC)c1 (stereo not drawn)	i	-7	i	i	i	i	i	i	i	i	i
CCN(CC)C(=O)CN1CCN(c2ccccc2F)CC1	i	-4	i	i	i	i	i	i	i	i	i
O=C1C=CC(=O)N1N(c1ccccc1)c1ccccc1	i	-16	i	i	i	i	i	i	i	i	i
CC(C)OC(=O)c1cccnc1N1CCN(c2ccc(F)cc2)CC1	i	-12	i	i	i	i	i	i	i	i	i
O=C1N[C@H](Cc2ccccc2)C(=O)N[C@H]1Cc1cn(S(=O)(=O)c2ccccc2)c2ccccc12	i	-9	i	i	i	i	i	/	/	i	i
COc1ccc(S(=O)(=O)Nc2cc(C)on2)cc1OC	i	-3	i	i	i	i	i	i	i	i	i
Cn1c2ccccc2c(=O)c2c(=O)n(Cc3ccccc3)c(-c3ccc(F)cc3)nc21	i	-12	i	i	i	i	i	i	i	i	i
CCOC(=O)COc1cc([N+](=O)[O-])cc2cccnc12	i	-4	i	i	i	i	i	i	i	i	i
O=C(CSc1ccc(-c2ccco2)nn1)NC1CCCC1	i	-15	i	i	i	i	i	i	i	i	i
CCOCCCN(C(=O)Nc1ccc(CC)cc1)C1CCN(C(C)=O)CC1	i	2	i	i	i	i	i	i	i	i	i
Cc1oc(-c2ccccc2Cl)nc1CS(=O)CC(=O)NCc1ccco1 (stereo not drawn)	i	-7	i	i	i	i	i	i	i	i	i
O=C(Nc1ccc(N2CCN(C(=O)c3ccccc3F)CC2)cc1)c1cncc(Br)c1	i	-7	i	i	i	i	i	i	i	i	i
NC(=O)c1ccccc1Br	i	-4	i	i	i	i	i	i	i	i	i
O=S(=O)(c1ccccc1)N1CCN(c2nnnn2-c2ccccc2)CC1	i	-1	i	i	i	i	i	i	i	i	i
CCOC(=O)Nc1cccc(OCC(=O)Nc2ccc(OC)cc2OC)c1	i	-15	i	i	i	i	i	i	i	i	i
COC(=O)c1cc(S(=O)(=O)N2CCN(c3ccccc3)CC2)c[nH]1	i	-9	i	i	i	i	i	i	i	i	i
CSCC[C@H](NC(=O)C1CCN(C(=O)[C@H](Cc2ccccc2)NS(=O)(=O)c2ccc(C)cc2)CC1)C(=O)O	i	-6	i	i	i	i	i	i	i	i	i
Cc1cc(C)cc(N(CCC(=O)Nc2nnc(C)s2)S(=O)(=O)c2ccc(Cl)cc2)c1	i	-8	i	i	i	i	i	i	i	i	i
CCCCn1c(C(C)NC(=O)CC)nc2ccccc21 (stereo not drawn)	i	-9	i	i	i	i	i	i	i	i	i
COc1ccccc1NC(=O)C1CCCN(C(=O)Nc2ccc(F)cc2)C1 (stereo not drawn)	i	-4	i	i	i	i	i	i	i	i	i
Nc1ccccc1SSc1ccccc1N	i	-7	i	i	i	i	i	i	i	i	i
CCC1(C)Cc2ccccc2C(=O)N1 (stereo not drawn)	i	-4	i	i	i	i	i	i	i	i	i
C/C(=N\Nc1ccc([N+](=O)[O-])cc1[N+](=O)[O-])c1ccc(-n2nncc2C(C)(C)C)cc1	i	-7	i	i	i	i	i	i	i	i	i
C=CCn1c(NCc2ccccc2O)nc2ccccc21	i	-3	i	i	i	i	i	i	i	i	i
CN(c1ccc(OCc2ccc([N+](=O)[O-])cc2)cc1)S(=O)(=O)c1ccccc1	i	-11	i	i	i	i	i	i	i	-8.5*	i
O=C(Nc1ncccc1O)c1ccc2c(c1)OCO2	i	-12	i	i	i	i	i	i	i	i	i
Cc1ccc(Cn2c(C)c3cnn(CC(=O)NCc4ccccn4)c(=O)c3c2C)cc1	i	-5	i	i	i	i	i	i	i	i	i
CS(=O)c1ccccc1COC(=O)Nc1ccccc1 (stereo not drawn)	i	-7	i	i	i	i	i	i	i	i	i
Cc1nn(C)cc1CNC(=O)CCC(=O)O	i	0	i	i	i	i	i	i	i	i	i

Molecules above that contain a COOH group, in the order listed:
SMILES	KCNQ1 act	hERG protect	TMEM16A inh	RGS4 act	MrgX1 agonist	KCNQ1 inh	MrgX1 PAM	TMEM16A act	KCNK3 block	KCNK9 inh	RGS4 block
CSCC[C@H](NC(=O)C1CCN(C(=O)[C@H](Cc2ccccc2)NS(=O)(=O)c2ccc(C)cc2)CC1)C(=O)O	i	-6	i	i	i	i	i	i	i	i	i
Cc1nn(C)cc1CNC(=O)CCC(=O)O	i	0	i	i	i	i	i	i	i	i	i

The list goes on:
SMILES	KCNQ1 act	hERG protect	TMEM16A inh	RGS4 act	MrgX1 agonist	KCNQ1 inh	MrgX1 PAM	TMEM16A act	KCNK3 block	KCNK9 inh	RGS4 block
COC(=O)c1ccc(-c2ncc(-c3cccc4ccccc34)o2)cc1	i	-8	i	i	i	i	i	i	i	i	i
CCOc1c(Cl)cc(C(=O)Nc2ccccc2-c2ccccc2)cc1Cl	i	-9	i	i	i	i	i	i	i	i	i
Cc1cc2ccccn2c1C(=O)c1nc(NCc2ccco2)ncc1Cl	i	-5	i	i	i	i	i	i	i	i	i
C=CCNC(=O)Cn1nnc(-c2ccc(-c3ccc(OC)cc3)cc2)n1	i	-4	i	i	i	i	i	i	i	i	i
COc1ccc2c(c1)CC/C(=C/c1ccncc1)C2=O	i	-8	i	i	i	i	i	i	i	i	i
Cc1ccc(CNC(=O)C2CCN(C(=O)Nc3ccccc3)CC2)cc1	i	-8	i	i	i	i	i	i	i	i	i
COC(=O)C1CCN(c2ccc([N+](=O)[O-])cc2)CC1	i	-5	i	i	i	i	i	i	i	i	i
CCOc1ccc(-n2cc(-c3ccc(OC)c(OC)c3)[nH]c2=S)cc1	i	-11	i	i	i	i	i	i	i	i	i
Cc1cccc(Nc2nc3c(c(=O)n(C)c(=O)n3C)n2CC(O)CO)c1 (stereo not drawn)	i	-3	i	i	i	i	i	i	i	i	i
N#Cc1nc(-c2cccc(Cl)c2)oc1N1CCC(C(N)=O)CC1	i	-2	i	i	i	i	i	i	i	i	i
O=C(Nc1nccs1)c1ccc(S(=O)(=O)NCc2cccs2)cc1	i	-9	i	i	i	i	i	i	i	i	i
CCCOc1ccc(N2C(=O)CC(SCCN)C2=O)cc1 (stereo not drawn)	i	-13	i	i	i	i	i	i	i	i	i
CCOc1ccc(/C=N/n2c(C)nc3ccccc3c2=O)cc1	i	-7	i	i	i	i	i	i	i	i	i
COc1cccc(OC)c1C(=O)n1nc(C)cc1C	i	-12	i	i	i	i	i	i	i	i	i
CC(C)CC(=O)NC(=S)N1CCCCCC1	i	-5	i	i	i	i	i	i	i	i	i
CCc1ccc(OC(C)C(=O)N(Cc2ccco2)C2CCS(=O)(=O)C2)cc1 (stereo not drawn)	i	-3	i	i	i	i	i	i	i	i	i
CCCCOC(=O)C1=C(C)NC2(O)c3ccccc3C(=O)C12O (stereo not drawn)	i	-5	i	i	i	i	i	i	i	i	i
Oc1ccc(-c2nc3c4c(ncn3n2)-c2ccccc2CC42CCCC2)cc1	i	-7	i	i	i	i	i	i	i	-9*	i
CCN(CC)c1ccc(NC2=C(Cl)C(=O)c3ccccc3C2=O)cc1	/	/	i	/	i	/	i	i	i	/	/
CC(=O)NCC1CCN(C(=O)C2CCC(=O)N(CCc3cccc(F)c3)C2)CC1 (stereo not drawn)	i	-10	i	i	i	i	i	i	i	i	i
COC(=O)C1CCC(C)(C(=O)Nc2ccccc2)C1(C)C (stereo not drawn)	i	-5	i	i	i	i	i	i	i	i	i
C=CC1C(OC2OC(CO)C(O)C(O)C2O)OC=C(C(=O)OC)C1CC1CC(=O)CC(CC(=O)CCc2ccc(O)cc2)O1 (stereo not drawn)	i	-9	i	i	i	i	i	i	i	i	i
CCOC(=O)C(Cc1ccccc1)NC(=O)Cn1nnc(-c2ccc(SC)cc2)n1 (stereo not drawn)	i	-11	i	i	i	i	i	i	i	i	i
CC(C)C[C@H](NC(=O)c1nc[nH]c1C(=O)NC1CCN(C(=O)OC(C)(C)C)CC1)C(=O)OC(C)(C)C	i	-13	i	i	i	i	i	i	i	i	i
COc1ccccc1Nc1cc(C(=O)NC2CCCC2)c2ccccc2n1	i	-8	i	i	i	i	i	i	i	i	i
Cc1oc2c(Cl)c(Cl)c(O)c(CN(C)C)c2c1C(=O)c1ccc(Cl)cc1	i	-12	i	i	i	i	i	i	i	i	i
O=C(CC(=O)NCCc1ccccc1)NCCc1ccccc1	i	-3	i	i	i	i	i	i	i	i	i
CCCCn1nnnc1SCC(=O)Nc1ccc(F)cc1	i	-6	i	i	i	i	i	i	i	i	i
CCOC(=O)c1ccc(NS(=O)(=O)c2ccc3c(c2)CCCN3C(C)=O)cc1	i	-8	i	i	i	i	i	i	i	i	i
O=C(CC1(O)C(=O)N(Cc2ccccc2)c2ccccc21)c1ccc2c(c1)OCO2 (stereo not drawn)	i	-7	i	i	i	i	i	i	i	i	i
O=S(=O)(Nc1ccncc1)c1ccc(Cl)c(Cl)c1	i	-12	i	i	i	i	i	i	i	i	i
Cn1nc(CC(=O)NCc2cccc3ccccc23)c2ccccc2c1=O	i	-10	i	i	i	i	i	i	i	i	i
CCCc1cc(=O)n2[nH]c(NCc3c(F)cccc3Cl)nc2n1	i	-3	i	i	i	i	i	i	i	i	i
COc1ccc(NC(=O)Nc2cccc(C)n2)c(OC)c1	i	-6	i	i	i	i	i	i	i	i	i
N#Cc1ccc(C(=O)Nc2cccc3ncccc23)c(F)c1	i	-4	i	i	i	i	i	i	i	i	i
CCOC(=O)N1CCN(C(=O)C(C)SCc2ccccc2)CC1 (stereo not drawn)	i	-4	i	i	i	i	i	i	i	i	i
